# Source: PubChem BioAssay (The Scripps Research Institute Molecular Screening Center)
# FXN GAA850 act: increases GAA850 frataxin promoter reporter activity. HEK293 lucGAA850 FXN promoter luciferase reporter, 24 h; percent of 10 µM SAHA response. activation, % at 6 µM. hit rate 0.56% among 360,000;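 active = activation above the average of all compounds screened plus 3 SD, cutoff fixed separately per campaign, cut at about 7.5% in these data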;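 note: 0% = DMSO wells and 100% = 10 µM SAHA wells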
# HGIII-sPLA2 inh: Inhibits HGIII-sPLA2 liposome hydrolysis, primary screen; QFRET BODIPY PC-A2 liposome hydrolysis, fluorescence; inhibition, % at 12.2 µM; hit rate 0.56% among 370,000; AID 743126;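 active = inhibition above mean plus 3 SD of compounds lying within the high and low control bounds, cut at about 19% in these data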;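 note: 0% = median of test compound wells and 100% = no enzyme DMSO wells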
# hcDAF-12 act: activates DAF-12 receptor from parasite H. contortus. hit rate 1.4% among 370,000. AID 652067. activation, % at 6.8 µM. HEK293 hcDAF-12 lit1-tk-luc reporter, luminescence; 0% DMSO, 100% Δ7-dafachronic acid;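 active = activation above the mean of all tested compounds plus 3 SD, cut at about 5.5% in these data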;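 note: 100% = response to 3 µM Δ7-dafachronic acid high control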
# PLC-beta3 inh: inhibitors of human phospholipase C beta3. Q01970. Purified PLC-beta3, fluorogenic substrate, fluorescence. inhibition, % at 12.2 µM. hit rate 0.18% among 370,000. AID 720704; in the data active = inhibition above about 11%;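 note: 0% = median of compound wells on plate and 100% = full blocker control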
# PLC-gamma1 inh: inhibitors of human phospholipase C gamma1; P19174; purified PLC-gamma1, fluorogenic substrate, fluorescence; inhibition, % at 12.2 µM; hit rate 0.84% among 370,000; AID 720700; in the data active = inhibition above about 9.5%
# hgDAF-12 ag: activates the H. glycines DAF-12 receptor ligand-binding domain; HEK293 GAL4-hgDAF12 UAS-luciferase reporter, agonist luminescence; normalized to butyrate control; activation, % at 6.8 µM; hit rate 1.8% among 370,000; AID 687014;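 active = activation above a cutoff set at the mean of all screened compounds plus 3 SD, cut at about 10% in these data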;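 note: 0% = DMSO wells and 100% = sodium butyrate wells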
# ADAM17 inh: inhibitors of human ADAM17; recombinant ADAM17, EDANS/DABCYL FRET peptide cleavage; inhibition, % at 6.95 µM; hit rate 0.83% among 370,000; P78536; AID 720648;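 active = inhibition above the mean of compounds lying between control limits plus 3 SD, set per campaign, cut at about 8.5% in these data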;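 note: 0% = DMSO-only wells as the low control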
# ssDAF-12 act: S. stercoralis DAF-12 activation, primary screen; activation, % at 6.8 µM; hit rate 1% among 370,000; AID 652126; HEK293 ssDAF-12/GRIP1 lit1-tk-luc reporter, luminescence; % of 3 µM dafachronic acid response;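 active = activation above the mean over all tested compounds plus 3 SD, cut at about 0.9% in these data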;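 note: 0% = DMSO-only wells and 100% = 3 µM delta7-dafachronic acid wells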
# DAX1 inh-1: inhibitors of DAX1 repression of SF-1 activated StAR promoter. HEK293T StAR-luciferase reporter, SF-1/DAX-1 repression relief. inhibition, % at 6.8 µM. hit rate 1.1% among 370,000. AID 652010;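 active = inhibition above the mean over all tested compounds plus 3 SD, cut at about 3.6% in these data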;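 note: 0% = DAX-1 cells with DMSO and 100% = cells lacking DAX-1 with DMSO; higher inhibition means more luminescence from relief of DAX-1 repression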
# DAX1 inh-2: inhibitors of human orphan nuclear receptor DAX1 (NR0B1) | P51843 | HEK293 Gal4-DAX1 luciferase reporter, luminescence | inhibition, % at 6.75 µM | hit rate 0.99% among 340,000 | AID 504766;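 active = inhibition above the mean over all tested compounds plus 3 SD, cut at about 4.2% in these data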;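 note: 0% = DAX1-transfected cells with DMSO and 100% = empty-vector control cells with DMSO; inhibition shows as a rise in luminescence from relieved DAX1 repression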
# Target sequence (P51843 207-470 limits assumed): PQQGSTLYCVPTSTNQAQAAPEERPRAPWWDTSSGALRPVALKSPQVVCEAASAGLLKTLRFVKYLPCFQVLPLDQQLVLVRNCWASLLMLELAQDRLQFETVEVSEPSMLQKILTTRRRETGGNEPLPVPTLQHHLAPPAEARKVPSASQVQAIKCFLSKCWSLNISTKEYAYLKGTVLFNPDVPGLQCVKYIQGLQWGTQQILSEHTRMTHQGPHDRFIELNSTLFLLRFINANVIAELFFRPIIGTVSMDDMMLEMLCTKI
# ADAM10 inh: ADAM10 inhibition, QFRET primary screen. O14672. recombinant ADAM10, EDANS/DABCYL FRET peptide cleavage, 3 h. inhibition, % at 7 µM. hit rate 0.62% among 370,000;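 active = inhibition above a per-campaign cutoff equal to the mean of compounds falling between control-based bounds plus 3 SD, cut at about 20% in these data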;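 note: 0% = DMSO wells while the 100% control is not disclosed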
# Target sequence (O14672 214-748 limits assumed): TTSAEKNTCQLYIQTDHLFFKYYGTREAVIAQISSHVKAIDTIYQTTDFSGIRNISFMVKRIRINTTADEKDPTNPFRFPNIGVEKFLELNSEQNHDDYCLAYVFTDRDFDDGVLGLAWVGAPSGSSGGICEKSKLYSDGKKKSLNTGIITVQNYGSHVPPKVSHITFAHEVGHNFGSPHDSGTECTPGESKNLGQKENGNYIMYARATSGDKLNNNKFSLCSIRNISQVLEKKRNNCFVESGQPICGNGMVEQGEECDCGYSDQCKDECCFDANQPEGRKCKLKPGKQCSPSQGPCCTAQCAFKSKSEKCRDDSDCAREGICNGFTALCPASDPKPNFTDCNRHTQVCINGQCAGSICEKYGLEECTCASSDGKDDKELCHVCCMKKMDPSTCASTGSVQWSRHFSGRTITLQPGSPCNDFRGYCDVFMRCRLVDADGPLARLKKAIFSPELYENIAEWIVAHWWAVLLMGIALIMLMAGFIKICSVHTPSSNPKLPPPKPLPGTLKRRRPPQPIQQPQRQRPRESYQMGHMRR
# Numbers without * were called inactive; . = no result given. An unsorted share of the library. About 6.9% of those tested had a hit in this group.
structure,FXN GAA850 act,HGIII-sPLA2 inh,hcDAF-12 act,PLC-beta3 inh,PLC-gamma1 inh,hgDAF-12 ag,ADAM17 inh,ssDAF-12 act,DAX1 inh-1,DAX1 inh-2,ADAM10 inh
Nc1cc(=O)[nH]c(SCC(=O)NCCC2=CCCCC2)n1,0.5,0,0.2,2,1,1.3,0,-1.1,0.1,-0.6,-1
CCOC(=O)Nc1ccc(C(N)=O)cc1,-0.8,1,-2.5,3,0,1.1,-1,-2.2,0.5,0.5,1
O=C(CN1C(=O)CC(c2ccccc2)S(=O)(=O)c2ccccc21)N1CCCCC1 (centres undefined),-0.6,-3,0.6,2,-2,-3.7,1,-0.9,-0.1,-0.5,4
Cc1ccc(Oc2ccc(S(=O)(=O)NCC(C)(C)N3CCOCC3)cc2)cc1,-0.6,-6,-3.0,-5,0,-1.9,1,-1.2,-0.1,-0.6,0
COc1cccc(/C(O)=C/c2nc3ccc(C(=O)NCCc4ccc(Cl)cc4)cc3[nH]c2=O)c1,0.3,-2,-1.0,-16,-14,1.0,-5,-1.1,-0.2,0.4,-15
COc1ccc(NC(=O)COc2ccccc2)cc1Cl,2.6,-2,-2.5,-2,5,1.5,1,-1.2,-0.2,-1.9,16
CC(NC(=O)C(NC(=O)C(Cc1c[nH]c2ccccc12)NC(=O)OC(C)(C)C)C(C)C)C(N)=O (centres undefined),-0.7,-29,2.1,1,1,-1.5,-5,-0.1,0.4,0.0,3
CCN(CC)S(=O)(=O)c1ccc(NC(=O)CSc2nc3nc(C)cc(C)c3c(=O)[nH]2)cc1,0.5,-35,-1.0,-20,-11,-1.2,-8,-1.2,1.8,0.0,-30
COc1ccccc1C(=O)NCC(=O)N=Nc1c(O)n(C(C)C)c2ccccc12,3.4,-6,-2.1,-7,4,-2.2,0,-1.3,-0.5,-0.4,0
CCn1c(=S)[nH]c2cc(S(=O)(=O)N3CCOCC3)ccc21,1.9,15,-0.9,-2,-3,-0.9,-2,-0.9,-0.8,1.0,-9
COc1cccc(CNC(=O)c2cccc(Br)c2)c1,2.6,3,-0.1,-1,2,-2.6,-1,-1.0,-0.5,0.2,-5
O=C(Nc1nccs1)c1ccc(S(=O)(=O)N2CCOCC2)cc1,1.6,-3,-1.5,4,1,-2.2,2,-1.3,-0.7,2.4,8
NC(c1csc(Nc2ccccn2)n1)C1CCCCC1 (centres undefined),-1.8,11,-0.8,4,3,1.5,1,-1.1,-1.3,.,0
CC(=O)NCCNC(=O)c1cc(-c2cccc3ccccc23)nc2ccccc12,0.6,5,-0.2,-444,-499,-1.3,-32,-0.7,-0.9,-0.6,-116
COCCSc1ccccc1C(=O)Nc1cc([N+](=O)[O-])ccc1OC,1.1,-1,-2.0,-1,6,-0.3,4,-0.7,-0.5,1.0,5
COc1cccc(NC(=O)CCN2C(=O)c3ccc([N+](=O)[O-])cc3C2=O)c1,0.0,6,-1.4,5,5,2.4,2,-1.5,-1.0,1.2,13
CCOc1ccc(Oc2ccc(NC(=O)[C@@H](NC(N)=O)[C@@H](C)CC)cc2)cc1,0.6,5,0.0,2,1,-2.1,1,-1.4,0.2,-1.8,5
O=C(C(=O)N1CCC(CNS(=O)(=O)c2cc(C(F)(F)F)cc(C(F)(F)F)c2)CC1)c1cccs1,.,2,-0.1,-6,-3,-0.5,-2,-0.3,0.1,.,-10
O=C(COC(=O)c1cccc([N+](=O)[O-])c1)c1ccc(OCc2ccccc2)cc1,3.7,-2,0.6,1,4,8.5,0,-0.9,0.8,0.6,2
COc1ccc(-c2ccc(NCCN3CCOCC3)nn2)cc1OC,0.9,12,-0.5,-17,-3,0.0,0,-1.3,0.1,1.0,-2
Cc1ccc(C(=O)CCC(=O)OCC(=O)NNC(=O)c2ccccc2Cl)cc1,-0.8,5,0.0,-7,2,1.2,-2,-1.4,1.1,-0.3,-19
COc1ccc(N2C(=O)C3CCCN3C2c2cc(OC)c(OC)c(OC)c2)cc1 (centres undefined),-0.1,3,-1.6,0,-2,-0.9,0,-0.6,1.3,0.2,-17
COc1ccc2c(c1)c(CCNNC(=O)C(C)(C)C)c(C)n2C(=O)c1ccc(Cl)cc1,1.4,-3,-1.0,-24,-16,0.4,0,-1.3,-0.1,0.0,-1
Cc1ccnc(NC(=O)c2ccc3[nH]c(=O)c(=O)[nH]c3c2)c1,-0.4,3,0.8,-10,4,2.0,-4,3.3*,-0.2,-0.4,-4
CC[C@@H](C)[C@H](C(CC(=O)N1CCCC1[C@@H](OC)[C@H](C)C(=O)N[C@H](Cc1ccccc1)c1nccs1)OC)N(C)C(=O)[C@H](NC(=O)[C@@H](C(C)C)N(C)C)C(C)C (some centres undefined),0.6,12,0.3,1,4,-8.4,-1,0.6,7.7*,3.7,-16
Cn1c(=O)n(CCOc2ccc(Cl)cc2Cl)c2ccccc21,1.4,-4,-0.5,-1,-2,0.2,-4,-1.2,-0.6,0.5,5
O=C(Nc1ccc(S(=O)(=O)NCC2CCCO2)cc1)c1cnccn1 (centres undefined),1.8,6,-2.5,-2,4,-1.4,-2,-1.8,-0.6,-0.1,-3
Cc1ccc(Oc2ccc(/C=N/O)cn2)cc1,-0.6,5,2.9,1,14*,2.9,-3,-0.9,-0.3,0.5,2
O=C(Cc1cccs1)NCc1ccc(Cl)cc1,-0.8,1,-0.6,-6,-4,3.7,0,-1.1,-0.1,2.2,1
Cc1noc(C)c1CSCC(=O)Nc1cc(S(C)(=O)=O)ccc1Cl,-0.2,-1,-0.9,-4,2,-1.4,0,-1.1,-1.6,-0.1,1
CNC(=O)Cn1nc(-c2ccc(C)cc2)c2ccccc2c1=O,1.0,2,-0.6,-3,1,-1.3,-4,-0.8,0.1,1.5,-8
O=C1N/C(=N\N=C\c2ccco2)SC1Cc1ccccc1[N+](=O)[O-] (centres undefined),1.2,-6,1.7,-9,-6,1.5,-1,-0.3,0.1,0.2,-3
Cc1ccc(C)c(CN2CCC(CNC(=O)Nc3ccc(C)c(C)c3)CC2)c1,-1.6,3,-1.4,-3,-2,0.8,-6,-1.6,0.0,2.4,3
[N-]=[N+]=NC[C@H](c1ccccc1)N1CCN(Cc2ccccc2)CCC1=O,0.2,9,-1.5,1,0,0.3,-1,-1.4,-0.5,1.2,2
CCC(C)(NC=O)C(=O)Nc1c(C)cccc1C (centres undefined),-0.4,4,-0.3,-4,1,1.3,-4,-0.5,-0.6,3.4,-4
C=CCc1cccc2cc(C(=O)NC3=C(C#N)CCC3)c(=O)oc12,-2.5,0,-1.2,0,-1,1.5,-2,-1.7,-0.2,0.2,-12
Cc1cccc(NS(=O)(=O)c2cccc(C(=O)NCC(C)(C)N3CCOCC3)c2)c1,1.9,-4,5.3,-3,-1,-2.3,-4,-0.6,-1.1,0.2,-5
O=c1c2ccccc2c(C=NCCCN2CCOCC2)c(O)n1Cc1ccccc1,1.9,-11,-1.3,-15,-14,-1.9,-36,-0.6,0.6,-0.1,-109
Cc1ccc(C2C(C#N)C(C#N)N3CCCN23)cc1 (centres undefined),3.8,-1,0.9,-9,-7,2.3,0,-0.6,0.1,-0.5,-1
CSCc1ccc(C(=O)OCc2nc3ccccc3s2)o1,2.9,-3,6.2*,-10,-6,12*,1,-0.3,1.1,1.3,1
O=C(CCN1C(=O)C2CCCCC2C1=O)Nc1ccc(F)c(F)c1F (centres undefined),-0.2,2,-0.2,2,0,3.3,0,-0.1,0.1,-1.1,-7
N#C/C(=C\c1cccc(OC(=O)c2cccs2)c1)C(N)=O,0.9,2,-0.2,3,0,0.5,-1,-0.6,-0.5,-0.3,2
CCCCNC(=O)c1cccnc1SCC(=O)Nc1ccccc1OC,3.2,7,-3.1,-3,-4,-0.1,-6,-0.9,-0.4,-1.2,-9
O=C(NC1CCCC1)C(c1ccccc1)n1c(-c2cccc3ccccc23)nc2ccccc21 (centres undefined),.,-1,0.5,-3,1,1.6,1,-1.2,1.2,.,-6
O=C(Cn1c(-c2cncs2)nc2ccccc21)NCc1cccs1,.,6,-0.1,-12,-6,-2.6,-6,-1.2,-0.2,.,-10
COc1ccc(C)cc1NC(=O)Nc1ccc(Br)cn1,1.1,7,3.2,-1,-4,1.2,-4,-0.2,0.1,0.8,0
CCC(=O)N1CCCC(C)(C(=O)NS(=O)(=O)c2cccs2)C1 (centres undefined),0.6,10,2.2,-2,4,-1.1,-3,-0.8,-0.6,.,-13
Cc1ccc(S(=O)(=O)c2ccc(Oc3ccccc3)cc2)cc1,1.7,-5,-1.6,0,1,0.1,1,-1.6,-1.0,2.4,11
Fc1ccccc1-c1csc(-c2cccnc2)n1,2.9,-1,1.6,-9,-1,3.6,0,-1.3,-0.1,-0.6,1
N#Cc1nc(COc2ccccc2)oc1N1CCCCC1,2.4,5,-0.9,-3,0,0.3,-2,-0.9,0.1,1.1,-15
CCC(C)(C)C1CCC2(CC1)NC(=O)N(CC(=O)NCCCc1ccccc1)C2=O (centres undefined),-2.0,-4,1.1,-7,-2,-1.6,-1,-1.3,0.4,-0.1,9
O=C(CN1CC[n+]2c(-c3cccs3)csc21)c1ccc(-c2ccccc2)cc1,1.0,-13,-0.3,0,4,7.7,1,-1.5,-2.1,-1.0,8
O=C(CC(=O)Nc1cccc(Cl)c1Cl)Nc1cccc(Cl)c1Cl,0.8,-27,-0.6,-4,6,-2.6,-4,-0.4,0.0,0.8,-5
O=C(N=Nc1c(O)[nH]c2ccccc12)c1cc(-c2ccc(F)cc2)n[nH]1,-0.1,1,-0.6,0,1,-0.6,2,-0.6,-1.2,-0.2,2
CCCCn1c(N)c(N(CCC(C)C)C(=O)c2ccc(C)o2)c(=O)[nH]c1=O,1.8,3,0.7,1,0,-1.2,-13,-1.3,-1.4,0.3,5
CC(C)c1csc(CN2CCC(N3CCC(C(=O)N4CCOCC4)CC3)CC2)n1,1.4,3,0.5,7,4,0.6,-1,-1.0,0.2,1.7,11
COc1ccc(CN(C(=O)Cn2nnc3ccccc32)C(C(=O)NC(C)(C)C)c2ccco2)cc1 (centres undefined),-1.9,1,-1.9,4,0,-0.2,-3,-1.0,0.2,0.4,-4
O=C(CCN=C1NS(=O)(=O)c2ccccc21)Nc1ccc(F)cc1Cl,0.5,-1,-0.8,1,0,-0.3,-4,-0.8,-0.7,0.8,-3
